# Source: PubChem BioAssay (several laboratories)
# TRPML3 ag – agonists of human TRPML3 channel; activation, % at 3 µM; Q8TDD5; HEK293 TRPML3-YFP, Fluo-8 calcium fluorescence; 100% = the carbachol control signal; 220,000 tested, 0.29% active;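 active means activation above its plate's cutoff, the mean activation of the plate's test wells plus 3 SD, cut at about 12% in these data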;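 further: 0% = DMSO only wells and 100% = carbachol wells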
# Target sequence (Q8TDD5 whole entry, looked up): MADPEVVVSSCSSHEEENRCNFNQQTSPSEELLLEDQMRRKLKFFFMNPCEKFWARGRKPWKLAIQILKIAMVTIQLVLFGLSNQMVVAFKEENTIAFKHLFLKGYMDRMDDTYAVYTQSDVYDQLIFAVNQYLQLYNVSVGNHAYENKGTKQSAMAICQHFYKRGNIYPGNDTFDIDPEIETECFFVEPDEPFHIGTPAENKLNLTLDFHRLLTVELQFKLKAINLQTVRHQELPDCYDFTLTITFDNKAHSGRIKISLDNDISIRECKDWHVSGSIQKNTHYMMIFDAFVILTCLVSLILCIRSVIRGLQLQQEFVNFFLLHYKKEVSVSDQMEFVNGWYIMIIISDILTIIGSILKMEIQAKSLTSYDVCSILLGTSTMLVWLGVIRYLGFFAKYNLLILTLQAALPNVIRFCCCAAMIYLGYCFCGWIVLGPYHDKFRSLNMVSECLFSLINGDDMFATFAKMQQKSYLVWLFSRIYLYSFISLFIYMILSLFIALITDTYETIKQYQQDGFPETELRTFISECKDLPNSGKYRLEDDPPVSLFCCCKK
#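 system = HEK293 cells stably carrying human TRPML3-YFP | doses = one concentration, 3 µM nominal, 0.3% DMSO | timing = dye loading 1 h 37 °C then 30 min ambient, 125 s read | detection = Fluo-8 calcium dye fluorescence, ex 470-495, em 515-575 nm | benchmarks = high control carbachol 87 µM, low control DMSO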
# EP2 modulator – modulators of human EP2 prostaglandin E2 receptor | P43116 | EP2-expressing cells, cAMP HTRF FRET, PGE2 co-stimulation | induction, % at 25 µM | 260,000 tested, 0.83% active;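 active means compounds whose cAMP rise, as percent of the full-agonist control response, exceeds 60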;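 further: rat C6 glioma line stably carrying human EP2 under a CMV promoter; the protocol text gives 20 µM as final concentration; 100% = response of wells given 1 µM PGE2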
# Target sequence (P43116 whole entry, looked up): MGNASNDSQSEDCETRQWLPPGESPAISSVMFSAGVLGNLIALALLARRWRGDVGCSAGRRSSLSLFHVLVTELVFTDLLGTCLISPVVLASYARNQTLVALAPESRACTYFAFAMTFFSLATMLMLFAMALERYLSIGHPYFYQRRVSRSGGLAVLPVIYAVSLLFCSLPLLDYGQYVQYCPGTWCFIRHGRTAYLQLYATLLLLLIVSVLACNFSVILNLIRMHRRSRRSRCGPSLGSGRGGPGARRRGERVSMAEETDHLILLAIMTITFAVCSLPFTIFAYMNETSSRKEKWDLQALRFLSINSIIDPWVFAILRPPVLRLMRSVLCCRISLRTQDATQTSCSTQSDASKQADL
# NPY-Y1 PAM-ag – human NPY-Y1 potentiation or agonism, primary screen | P25929 | AID 1304 | 220,000 tested, 0.37% active | NPY-Y1 expressing cells, potentiator/agonist activation | activation, % at 3.6 µM; in the data active means activation above about 33%, passing the limit was not always enough;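 further: cells stimulated with NPY at EC10 then isoproterenol at EC100; 0% = low agonist plus stimulus and 100% = saturating agonist plus stimulus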
# TRPN1 ag – zebrafish TRPN1 (NompC) channel agonism. activation, % at 3 µM. HEK293 zebrafish TRPN1-YFP, Fluo-8 calcium fluorescence; 100% = response to 87 µM carbachol. 220,000 tested, 0.18% active. AID 1424;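 active means activation above its plate's cutoff, the mean activation of test wells on that plate plus 3 SD, cut at about 19% in these data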;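 further: 0% = DMSO alone and 100% = 87 µM carbachol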
#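 Material: zebrafish TRPN1-YFP in HEK293 cells; Doses: single test compound dose, 3 µM nominal, 0.3% DMSO; Timing: dye loading 1 h at 37 °C, then 30 min room temperature; Technique: intracellular calcium fluorescence with Fluo-8; Benchmarks: high carbachol 87 µM, low DMSO alone.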
# NPY Y1 blocker – antagonists of human neuropeptide Y receptor Y1; P25929; inhibition, % at 3.6 µM; AID 1040; HEK293-CNG Y1 cells, membrane potential fluorescence; NPY at EC95, then isoproterenol; 200,000 tested, 1% active;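 active means inhibition above the campaign mean inhibition of all tested compounds plus 3 SD, cut at about 20% in these data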;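 further: 0% = DMSO wells given NPY plus isoproterenol and 100% = isoproterenol alone without NPY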
#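 Material: HEK293 Y1/CNG channel cell line; also added: NPY (25 nM), isoproterenol (1 µM), Ro 20-1724 (25 µM); doses: one concentration, 3.6 µM, in 0.4% DMSO; schedule: compound incubation 1 h at room temperature, readout 45 min post-stimulation; technique: membrane potential fluorescence; measure: fluorescence ratio normalized to % inhibition between controls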
# S1P4 antagonist – blocks the human S1P4 receptor | O95977 | 220,000 tested, 0.26% active | S1P4-expressing cells, antagonist mode, reporter read-out | inhibition, % at 4.98 µM; in the data active means inhibition above about 29%;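 further: 0% = wells stimulated with agonist and 100% = vehicle wells without agonist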
# S1P4 ag – agonists of human S1P4 receptor; O95977; S1P4-expressing cell line, agonist reporter assay; activation, % at 4.98 µM; 220,000 tested, 0.35% active; AID 1509; in the data active means activation above about 11%;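 further: 0% = DMSO vehicle and 100% = reference agonist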
# CHOP inhibitor – blocks CHOP induction under ER stress; CHO-K1 CHOP-promoter luciferase, tunicamycin-induced, 15-18 h; inhibition, % at 10 µM; 220,000 tested, 3.8% active;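 active means compounds that reduced the stress-induced luciferase reporter signal by more than about 70% of percent inhibition, limit read from the data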;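 further: 0% = tunicamycin plus vehicle and 100% = wells without tunicamycin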
# NPY2 pot ag – potentiates or activates human NPY-Y2 receptor | P49146 | activation, % at 3.6 µM | cells expressing NPY-Y2, potentiator/agonist read-out | AID 1359 | 220,000 tested, 0.45% active; in the data active means activation above about 27%;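 further: cells stimulated with NPY near EC25 plus isoproterenol at EC100; 0% = vehicle plus submaximal agonist and 100% = vehicle plus saturating agonist; some results beyond the cut were filed as inactive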
# * marks the source's active call; other numbers are inactive results; nt = no result given; & = joins results of further samples. An unsorted share of the library. Share with any hit: about 6.5%.
SMILES,TRPML3 ag,EP2 modulator,NPY-Y1 PAM-ag,TRPN1 ag,NPY Y1 blocker,S1P4 antagonist,S1P4 ag,CHOP inhibitor,NPY2 pot ag
COc1cc(/C=N/NC(=O)c2[nH]nc3c2CCc2ccccc2-3)ccc1O,0.9,1,16,0.4,-7,-18,0.0,22,13
CCCOc1ccc(C(=O)C(CCC(CNCC)C(=O)c2ccc(OCCC)cc2)CNCC)cc1 (configuration not stated),0.9,-27,-77,-0.2,42*,12,-1.5,39,-38
COc1ccc(C(CNC(=O)/C=C/c2c(Cl)nc3ccccn23)N(C)C)cc1 (configuration not stated),-0.3,-21,4,0.7,4,13,-0.1,17,-8
O=C(NCc1ccccc1)c1cc(-c2ccco2)on1,0.4,-9,-20,-1.1,-1,-6,-1.3,12,-1
C/C(N)=C(/C#N)C(=O)COC(=O)CNS(=O)(=O)c1ccc(C)cc1,0.3,31,5,1.5,-5,0,0.9,16,-1
N#Cc1ncc(-c2ccc3c(c2)OCCOCCOCCOCCOCCO3)nc1C#N,1.6,-34,-2,-0.5,-5,-13,-0.6,106*,10
Nc1nc(SCc2ccccc2Cl)ns1,0.3,6,4,-1.9,0,0,1.6,-4,12
C/C(=N\NC(=O)c1ccc(NS(=O)(=O)c2cccs2)cc1)c1ccccn1,-0.6,-9,-6,-0.3,nt,-42,1.2,47,-2
CCOCCCNC(=O)CN1CCN(Cc2ccccc2C)C1=O,0.4,19,-8,1.4,2,-6,2.9,14,4
C=CCn1c(SCC(=O)c2ccc(O)c(O)c2)nnc1-c1cccnc1,-0.4,-5,5,1.9,nt,-6,1.4,4,-15
CN(C)CCN(Cc1cccs1)c1ccccn1,0.9,18&4&-2,-10,-0.3,1,-10,0.6,-23&-7,-1
CCOC(=O)c1sc(-c2ccccn2)nc1C,0.8,6,3,-1.5,1,12,-0.1,-17,-6
Nc1cc(N)nc(SCC(=O)c2ccc3c(c2)NC(=O)CO3)n1,0.1,-4,-3,-0.2,7,-15,0.3,9,1
O=C1c2ccccc2C(=O)N1CCCCSc1nc2ccccc2o1,0.4,-8,-25,-0.9,11,-9,-0.6,68,-5
NNC(=O)c1csc(COc2cc(Cl)cc(Cl)c2)n1,-0.9,-9,-36,-3.4,nt,-7,0.4,7,-23
Nc1nc2n(n1)C(c1cccs1)CC(c1ccccc1)N2 (configuration not stated),1.2,4&-35,1,1.3,-1,15,-0.2,12,-3
Oc1ccc(/C=C/c2ccnc3ccccc23)cc1,-0.9,-82,36,-0.8,3,-3,-2.6,35,0
Cc1onc(-c2ccc(Cl)cc2Cl)c1-c1csc(COc2ccccc2)n1,3.4,-3,-31,0.4,nt,4,-0.9,23,-29
C/C(=C1/SC(N2CC(C)OC(C)C2)=NC1=O)c1ccccc1 (configuration not stated),-0.9,32,5,0.1,4,6,1.9,21,-19
C=CCOc1c(Br)cc(/C=N/NC(N)=O)cc1OC,0.0,-16,-48,0.0,8,6,-0.7,16,-16
COc1ccc(C2C(C(=O)Nc3ccccc3)=C(C)N=C3SCC(=O)N32)cc1 (configuration not stated),0.9,17,4,1.1,13,-6,0.8,12,2
COc1cccc(CC(NC(C)=O)C(=O)NC2CCN(S(=O)(=O)c3ccc(C)cc3)CC2)c1OC (configuration not stated),0.3,32,17,-1.9,3,5,0.5,-1,1
NC(N)=N/N=C/c1ccc(OCc2ccccc2Cl)cc1,1.2,33,-59,0.1,14,-6,-1.0,97*,-40
COc1cccc(OCCOCCNCCO)c1,0.3,2,10,0.0,1,-6,1.4,-23,-6
CC1=C(C(=O)Nc2ccccn2)C(c2ccc(Br)cc2)NC(=S)N1 (configuration not stated),0.1,11,18,-0.5,-1,-1,2.0,-2,3
CC(=O)Nc1ccc(-c2nnc(SCC(=O)Nc3ccc4c(c3)oc3ccccc34)n2C)cc1,0.7,-22,13,1.3,-7,-34,-1.2,29,24
Cn1c(=O)n(CCCOc2ccc(Cl)cc2)c2ccccc21,-0.8,54,1,-0.9,7,15,1.9,32,-20
O=c1c2ccccc2ncn1CCCSc1ccc(Cl)cc1,0.3,11,-44,-1.0,1,7,-5.3,34,-31
N#CCCN1CCNCC1,1.3,14,-11,0.0,3,-6,0.7,-4,15
Cc1ccc(CCNC(=O)Cn2cccc2)cc1,0.0,12,-15,3.7,3,-2,0.8,53,-4
COc1ccccc1NC(=S)N1CCN(C(c2ccccc2)c2ccccc2)CC1,0.1,61*,9,-0.2,2,4,-0.8,11,-3
CC(=O)Nc1ccc(NC(=O)COC(=O)C2c3ccccc3Oc3ccccc32)cc1,0.9,-44,5,0.2,-2,7,-3.1,12,9
CC(=O)NNC(=O)CCn1nnc(-c2ccc(Cl)cc2)n1,0.9,16&-3,-1,0.8,10,-7,-0.1,2,-4
COc1ccccc1NC(=S)N(Cc1ccco1)Cc1cc2ccc(C)c(C)c2[nH]c1=O,-0.5,22&10,-38,-0.6,4,-18,0.5,-13,-15
CN1C2=NCCN2C(=O)c2ccccc21,0.9,8,-26,1.7,3,7,1.0,-13,-4
O=C(Cn1c(SCC(=O)N2CCc3ccccc3C2)nc2ccccc21)NC1CCCC1,-0.3,-7,14,0.4,-6,8,-0.2,15,1
COCCNC(=S)N(c1ccccc1)C(C)C,0.3,9,-2,-0.2,-2,4,0.3,-10,-6
CCc1nnc(NC(=O)CCC(=O)N2CCN(C3c4ccccc4-c4ccccc43)CC2)s1,0.6,10,5,1.1,0,3,0.4,43,7
Cc1ccnc(NC(=O)c2sc3ccccc3c2Cl)c1,0.5,8,5,-0.9,5,-9,0.0,99*,9
CCOC(=O)c1nc(NCc2cccc(OC)c2)c2ccccc2n1,-0.7,-5,3,-0.2,1,3,0.6,19,8

# Shown as a hit in EP2 modulator, among the entries above:
SMILES,TRPML3 ag,EP2 modulator,NPY-Y1 PAM-ag,S1P4 antagonist,S1P4 ag,CHOP inhibitor,NPY2 pot ag
COc1ccccc1NC(=S)N1CCN(C(c2ccccc2)c2ccccc2)CC1,0.1,61*,9,4,-0.8,11,-3

# Later entries
SMILES,TRPML3 ag,EP2 modulator,NPY-Y1 PAM-ag,TRPN1 ag,NPY Y1 blocker,S1P4 antagonist,S1P4 ag,CHOP inhibitor,NPY2 pot ag
CCOc1ccc(CN2CCN(Cc3cccc4nonc34)CC2CCO)cc1 (configuration not stated),1.1,2,-3,1.6,0,-6,0.0,4,-22
CCC(=O)Nc1nc2ccc(S(C)(=O)=O)cc2s1,1.1,0,12,0.0,2,-18,3.3,8,3
O=C(CCc1ccccc1)Nc1nncs1,1.0,32,0,-0.4,4,0,2.3,2,8
CCOc1cc(/C=N/NC(=O)CSc2cccc3cccnc23)ccc1O,-0.2,-77,-17,0.4,4,-9,0.9,36,-8
Cc1cc(O)c(/C=N/Nc2cccc(Cl)c2)c(=O)o1,0.1,3,-4,0.7,0,4,-2.4,0,-9
COc1ccc(-c2noc(C3CCCN(C(=O)c4ccccc4OC)C3)n2)cc1OC (configuration not stated),0.3,16,-15,2.4,-1,-15,-0.4,0,7
COc1cc(OC)cc(C(=O)NNC(=O)Cc2ccc(OC)c(S(=O)(=O)N3CCOCC3)c2)c1,0.6,16,0,0.1,2,-10,4.9,10,-1
O=C(CSc1nnc(NC(=O)c2ccco2)s1)Nc1ccc2c(c1)OCCO2,1.0,31,0,0.4,4,12,-1.0,-25,-1
C=CCNC(=O)c1onc(CSc2cccc3ccccc23)c1C(=O)O,0.0,16,-11,0.1,12,-10,1.0,36,-31
COc1ccc(OC)c(CCNC(=O)CS(=O)(=O)Cc2nc(-c3ccccc3C)oc2C)c1,-1.6,-33,-41,-1.1,21*,-34,1.1,33,-47
O=C1Nc2ccc(S(=O)(=O)NCc3ccccn3)c3cccc1c23,0.5,20,-11,0.0,5,-1,-2.1,20,4
O=C(NCCCN1CCOCC1)c1cn(-c2ccccc2)nc1-c1cccs1,0.9,-2,7,-0.8,1,-24,3.2,-7,-7
O=C(CCNS(=O)(=O)c1cccc2nonc12)NCCc1ccc(Cl)cc1,0.9,-34,7,1.0,0,-3,0.1,76*,14
CCOC(=O)c1ccc(CSc2nncn2N)o1,1.3,14,19,3.8,3,6,0.1,-2,0
CCSC(=Nc1ccccc1)C1=C(O)COC1=O,0.2,42,17,-0.5,-2,9,1.1,2,10
COCC(C)NCc1ccccc1C (configuration not stated),0.6,-3,-4,1.8,-1,5,1.5,8,-3
O=c1c([N+](=O)[O-])c(NC2CCCCC2)c2ccccc2n1-c1ccccc1,0.8,4,-17,1.6,-3,-9,-0.4,23,-11
NC1=NC(c2ccc(Br)cc2)n2c(nc3ccccc32)N1 (configuration not stated),-0.9,36,2,0.3,2,-12,1.2,3,0
CC(/C=C/c1ccccc1)=N\NC(=O)Cn1cncn1,0.2,2,0,0.1,nt,10,-0.3,16,-5
O=C(c1ccco1)N1N=C(c2ccc(Cl)cc2)CC1(O)C(F)(F)F (configuration not stated),-0.3,61*,0,-1.4,1,-17,2.0,42,-10
Cc1ccc(S(=O)(=O)N(c2nc(N(C)C)nc(N(C)C)n2)n2cnnc2)cc1,0.6,10,-5,-0.2,0,-9,0.1,-2,1
COc1ccccc1NC(=O)c1ccc(S(=O)(=O)N2CCOCC2)cc1,0.2,3,9,0.1,3,-2,1.0,11,-5
COc1ccc(C)cc1NC(=S)N1CCN(c2ncccn2)CC1,0.8,15,4,-0.1,7,-3,-0.6,-11,4
O=C(c1cccc(S(=O)(=O)NCCOc2ccccc2)c1)N1CCN(c2ncccn2)CC1,0.8,10,-12,2.6,-3,-7,0.4,23,0
Cc1cccc(OCC(=O)N/N=C\c2cn(C)c3ccccc23)c1,-0.6,-71,-8,-0.7,0,-15,2.7,55,5
CSc1ncnc2c1cnn2-c1ccc(C)cc1C,-0.5,21,-5,-1.4,1,-24,1.2,-18,5
CC(C)(C)c1ccc(-c2nc(C#N)c(NCCCn3ccnc3)o2)cc1,-0.4,-4,-15,-2.5,nt,-13,-0.6,18,-36
CC(=O)c1ccccc1OCC(O)CN1CCN(CCN2C(=O)c3cccc4cccc(c34)C2=O)CC1 (configuration not stated),1.2,-32,36*,0.0,-7,-32,-0.4,31,19
CC(=O)Oc1ccccc1C(=O)Oc1ccc(/C=N/n2cnnc2)cc1,0.1,7,16,1.5,1,-16,-0.3,8,-27
O=C1CS/C(=N\N=C\c2ccco2)N1c1ccccc1,0.3,29,-16,-0.1,nt,-3,1.1,13,-9
COc1ccc(CCC(=O)Nc2nc3c(s2)CN(C)CC3)cc1OC,-0.7,9,6,-0.4,5,0,-0.3,9,9
O=C(N/N=C/c1ccccc1Cl)c1cccc(F)c1,0.2,-54,18,0.5,5,-11,-1.1,2,-9
